# RXFP1 antag: antagonists of human relaxin receptor RXFP1; HEK293-RXFP1, relaxin-stimulated cAMP HTRF, 30 min; stronger effect = lower value; activity change, negative = inhibition, % at 57.5 µM; Q9HBX9; 350,000 tested, 0.59% active;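 active means activity change of -60% or lower, but not beyond a set lower limit; inconclusive means change between -60% and -40%, or beyond the set limit; inactive means change above -40%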; further: on the % scale 0 is the no-effect control and ±100 the full control effect
# D1 antagonist: blocks dopamine activation of the human D1 receptor; 360,000 tested, 3.2% active; HEK293 TREx D1 cells, calcium flux, dopamine EC80; stronger effect = lower value; activity change, negative = inhibition, % at 10 µM; in the data active means activity change below about -30%; further: on the % scale 0 is the no-effect control and ±100 the full control effect
# Target sequence (P21728 whole entry, looked up): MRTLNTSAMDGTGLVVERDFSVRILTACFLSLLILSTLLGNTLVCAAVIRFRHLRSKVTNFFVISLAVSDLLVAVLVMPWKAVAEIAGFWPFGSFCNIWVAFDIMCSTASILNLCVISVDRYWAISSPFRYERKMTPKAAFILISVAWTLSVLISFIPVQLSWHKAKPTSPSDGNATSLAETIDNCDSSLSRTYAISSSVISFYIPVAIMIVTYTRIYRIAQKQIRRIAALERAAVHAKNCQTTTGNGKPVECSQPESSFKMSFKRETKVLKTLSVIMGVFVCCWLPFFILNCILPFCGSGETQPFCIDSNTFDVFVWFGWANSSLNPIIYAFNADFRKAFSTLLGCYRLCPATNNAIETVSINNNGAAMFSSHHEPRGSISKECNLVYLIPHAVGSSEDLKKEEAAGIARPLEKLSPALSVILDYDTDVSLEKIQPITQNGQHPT
#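 Cells carrying a force-coupled, tetracycline-inducible human D1 receptor report calcium flux. Each well gets a 10 s baseline, compound with 180 s monitoring, then an EC80 dopamine stimulus with a second 180 s kinetic read.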
# D2 potentiator: D2 dopamine receptor (human) potentiation | P14416 | HEK293 T-REx D2, calcium flux, EC20 dopamine potentiation | potentiation, % at 10 µM | 340,000 tested, 0.34% active | AID 485347;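 active means potentiation over 3 SD above the plate norm, cut at about 30% in these data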; further: 0% is about no effect
# Target sequence (P14416 whole entry, looked up): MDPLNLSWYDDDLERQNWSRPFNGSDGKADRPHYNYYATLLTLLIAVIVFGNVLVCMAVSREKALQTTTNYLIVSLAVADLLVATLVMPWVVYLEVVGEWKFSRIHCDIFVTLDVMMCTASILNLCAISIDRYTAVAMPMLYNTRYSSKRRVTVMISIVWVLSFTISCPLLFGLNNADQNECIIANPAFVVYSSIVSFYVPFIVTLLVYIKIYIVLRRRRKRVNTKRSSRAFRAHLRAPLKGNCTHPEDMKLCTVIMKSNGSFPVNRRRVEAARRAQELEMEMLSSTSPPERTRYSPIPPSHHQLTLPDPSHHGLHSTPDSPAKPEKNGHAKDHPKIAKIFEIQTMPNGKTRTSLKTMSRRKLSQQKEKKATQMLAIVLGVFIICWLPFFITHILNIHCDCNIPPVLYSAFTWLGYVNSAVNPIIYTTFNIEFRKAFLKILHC
#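 Cells plated with tetracycline inducer and held overnight at 30 C; calcium dye loaded 30–90 min at room temperature; baseline taken, compound added and read 180 s; EC20 dopamine then added and read 180 s.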
# D1 ag: human D1 receptor agonism. P21728. HEK293 T-REx D1 cells, calcium flux, agonist mode. activation, % at 2 µM. 360,000 tested, 1% active; further: 0% is about no effect
#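 Tetracycline-induced HEK293 TREx D1 cells, force-coupled to calcium signalling, were dye-loaded with a no-wash calcium kit. Compound was pin-added after a 10 s baseline. Fluorescence was read kinetically at 1 cycle/s for 180 s, with calcium rises flagged as agonism.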
# D2 antagonist: antagonizes the human D2 dopamine receptor; HEK293 TREx D2 cells, calcium flux, dopamine EC80; P14416; 340,000 tested, 2% active; inhibition, % at 10 µM; in the data active means inhibition above about 30%; further: 0% is about no effect
#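 Inhibition of EC80 dopamine-driven calcium flux, recorded kinetically, defines activity here; cells are a tetracycline-induced HEK293 T-REx line expressing force-coupled D2.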
# D2 agonist: activates the human D2 dopamine receptor; P14416; HEK293 T-REx D2 cells, calcium flux agonist mode; activation, % at 2 µM; 340,000 tested, 0.53% active; AID 485358;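 active means activation over 3 SD above normal in the single-dose calcium agonist read, cut at about 30% in these data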; further: 0% is about no effect
#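 Agonism scored from kinetic calcium signal (1 read/sec, 180 s) following compound pin transfer, after a 10 s baseline. Cells: HEK293 Trex line expressing inducible D2 receptor coupled to calcium, dye-loaded after overnight culture at 30 C.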
# TRHR ag: TRH receptor (human) agonism; P34981; TRHR cells, calcium flux fluo-8, FDSS agonist mode; activation, % at 2 µM; 360,000 tested, 0.18% active; further: 0% is about no effect
#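 TRHR-expressing cells, plated overnight in medium with 10% serum, were loaded with fluo-8 calcium dye at room temperature. After a 10 s baseline, library compound was pin-added and calcium release was recorded kinetically (ex 480/em 530) as agonist response.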
# TRHR enhancer: allosterically enhances the human TRH receptor; enhancement, % at 2 µM; 360,000 tested, 0.66% active; P34981; TRHR cells, fluo-8 calcium fluorescence, EC20 TRH enhancement; in the data active means enhancement above about 30%; further: 0% is about no effect
#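 TRHR-expressing cells loaded with fluo-8 calcium dye were read kinetically (ex 480/em 530) during compound addition, then stimulated with an EC20 of TRH (10 nM final). Enhancement of the Gq-mediated intracellular calcium response was scored.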
# D1 PAM: enhances dopamine response at the human D1 receptor | potentiation, % at 10 µM | HEK293 TREx D1 cells, calcium flux, dopamine EC20 potentiation | P21728 | 360,000 tested, 0.036% active; in the data active means potentiation above about 30%; further: 0% is about no effect
# Numbers without * were called inactive; ? = inconclusive; . = no result given. Unless noted, no stated cut-off is given here; in the data, active means activation above about 30%; inactive means the rest. Not a hit list; 7.1% or so of the library scored in one or more.
SMILES,RXFP1 antag,D1 antagonist,D2 potentiator,D1 ag,D2 antagonist,D2 agonist,TRHR ag,TRHR enhancer,D1 PAM
Nc1c(C(=O)Nc2ccccc2F)sc2nc(-c3cccnc3)ccc12,9.2,11.3,.,10.3,.,.,4.6,-3.4,-2.7
Clc1cccc(CN2CCCCCCC2)c1Cl,-9.3,14.0,-11.4,0.1,-7.1,-1.0,0.1,8.8,-6.0
CCOC(=O)/C(C#N)=C(\N)C(C)C(=O)Nc1ccccn1 (centres undefined),-0.7,1.1,7.8,1.0,9.4,0.7,0.9,-2.0,-3.7
CCc1ccccc1N(CC(=O)OC)S(C)(=O)=O,-0.9,1.4,-4.4,2.6,-4.9,0.1,-1.4,0.6,-3.5
CC1CCCN(S(=O)(=O)c2cc(C(=O)NCCc3ccccc3)n(C)c2)C1 (centres undefined),.,-6.0,-2.9,2.3,.,-0.8,-0.9,-0.7,1.2
CN(/N=C/c1cc(Cl)ccc1O)C1=NS(=O)(=O)c2ccccc21,-1.4,-13.4,8.5,5.4,5.1,1.1,-0.7,3.1,-6.0
C/C(CC(=O)Nc1ccccc1[N+](=O)[O-])=N\NC(=O)COc1ccccc1C,-0.7,-3.8,8.7,1.1,-10.0,-0.1,0.7,3.1,-5.1
c1ccc2c(c1)oc1c(N3CCN(Cc4ccc5c(c4)OCO5)CC3)ncnc12,-29.4,-10.3,-16.9,3.8,7.0,-2.8,0.8,-5.7,-1.9
CC(C)N1CCC(N2CCN(Cc3cc4c(cc3Cl)OCO4)CC2CCO)CC1 (centres undefined),-27.6,1.9,-0.6,1.1,5.5,1.1,0.6,-1.3,-0.6
O=c1c2ccccc2sn1-c1cc(S(=O)(=O)N2CCOCC2)ccc1N1CCOCC1,0.1,6.6,18.0,28.8,-7.4,-0.1,0.0,-2.6,-9.9
Cc1sc(N/N=C/C=C/c2ccccc2)nc1-c1ccccc1,9.6,-26.3,17.0,2.4,5.2,0.9,1.2,-1.1,4.3
Cc1ccc(OCC(=O)Nc2ccc(F)cc2)c([N+](=O)[O-])n1,3.8,-15.6,11.9,2.0,9.5,2.1,-0.5,2.9,-6.0
COc1ccc(C(=O)Nc2ccccc2C)cc1S(=O)(=O)N1CCOCC1,-2.3,-5.7,.,3.8,.,.,0.3,-0.5,-5.8
COc1ccc(C(CNC(=O)c2cccc(NS(=O)(=O)c3ccc(C)c(F)c3)c2)N2CCCC2)cc1 (centres undefined),0.9,15.8,-24.5,4.3,-5.1,1.8,1.7,-4.8,0.3
COc1cc(C(=O)OCCCN=C2NS(=O)(=O)c3ccccc32)cc(OC)c1OC,-35.2,2.2,4.1,3.8,-17.9,0.1,-2.0,15.2,-3.0
c1cncc(CNc2ncnc3ccc(-c4ccc5c(c4)OCO5)cc23)c1,.,0.3,.,3.3,.,.,-0.4,2.7,-8.9
CSC1=N/C(=C\c2ccc(Cl)cc2)C(=O)N1N(C)C,?,-5.0,-1.3,8.5,-21.7,0.7,0.1,0.7,-3.6
O=C(O)C1CCCCC1C(=O)Nc1ccccc1C(=O)N1CCN(c2ccc(F)cc2)CC1 (centres undefined),15.4,10.6,-1.1,0.8,-20.0,-0.5,-0.2,-4.6,-3.7
Cc1ccccc1CSCCNC(=O)COc1ccc(Cl)cc1,?,-0.6,-3.7,1.5,6.0,0.0,0.2,-7.7,-3.5
O=C(NCCC1=CCCCC1)C(=O)NCc1ccncc1,-9.4,-9.3,2.8,0.2,13.1,0.5,-0.5,-14.1,8.2
O=C(CC12CC3CC(CC(C3)C1)C2)NCC(=O)N1CCCC1,-2.3,-2.0,15.7,2.2,-14.1,-0.2,0.7,4.8,-0.2
COc1ccc(NC(=S)N2CCCN(Cc3cc(C)ccc3C)C2)cc1,0.1,-10.4,-15.4,8.0,-7.2,0.5,0.1,2.9,1.8
CCc1nnc(NC(=O)CSc2nnc(COc3ccc(C)cc3)n2-c2ccccc2)s1,2.7,-6.9,-17.4,3.7,-26.8,-0.7,0.1,-2.7,-4.5
COC(=O)c1ccc(COC(=O)c2ccc(CO)cc2)o1,1.5,9.4,23.1,8.0,-4.3,-1.6,-1.1,3.8,-1.7
COc1ccc(/C=C/C2=NC(=C\N(C)C)/C(=O)O2)cc1,11.2,1.9,1.8,1.9,15.4,-1.4,-0.6,-8.2,-4.5
C(=N\n1cnnc1)/c1ccc(OCc2ccccc2)cc1,-11.6,-11.2,4.3,4.9,-11.9,0.0,0.3,2.4,-5.8
CCC(NC(=O)OCc1ccccc1)C(=O)Oc1ccc2ccc(=O)oc2c1 (centres undefined),1.0,-14.0,-3.3,5.8,10.9,0.5,-0.1,-0.9,-9.6
CCC(C)NC(=O)CSc1nc(-c2ccc(F)cc2)cc(C(F)(F)F)n1 (centres undefined),.,-3.5,4.4,1.6,.,-0.6,-1.0,10.5,-4.9
Cc1ccc(NC(=O)C2CCN(C(=O)c3cccs3)CC2)c(C)c1,-2.0,-2.4,-9.8,1.8,6.2,-0.5,-0.2,-0.6,-4.0
CCNc1ccc(S(N)(=O)=O)cc1[N+](=O)[O-],-10.2,-28.9,0.4,-0.7,27.3,1.0,-0.1,1.8,-1.2
COc1ccc2c(c1)[nH]c1c(=O)n(CCN3CCOCC3)cnc12,-13.2,0.7,-1.9,0.1,-13.0,1.4,0.6,-1.8,-3.1
COc1ccc(NC(=O)Cn2c(SCc3ccc(C)cc3)nc3cccnc32)c(OC)c1,13.1,-26.9,3.6,11.3,.,0.1,-0.2,-26.8,-3.2
COc1cc2[nH]c(=O)n(CCC(=O)N3CCN(Cc4ccccc4)CC3)c(=O)c2cc1OC,-4.0,-5.7,-7.7,4.2,19.2,-0.4,0.4,-2.3,-0.4
COc1ccc(N2CCN(Cc3nc4c(c(=O)n(C)c(=O)n4C)n3CCc3ccccc3)CC2)cc1,6.4,15.0,2.5,-0.6,22.6,0.1,-0.1,7.5,-1.9
Cn1c(COc2ccc(Cl)cc2)nnc1SCC(=O)NC1CC1,-6.5,12.3,6.3,0.8,-5.4,-0.4,-1.0,7.0,-3.1
CCOC(=O)c1c(C)[nH]c(C)c1S(=O)(=O)N(C)CC(=O)N1CCN(c2ccccc2)CC1,.,1.4,-0.8,1.8,.,.,-0.6,0.8,-0.6
CN(Cc1ccccc1)S(=O)(=O)c1ccc(Cl)c(C(=O)NCCc2ccccn2)c1,-7.9,0.6,5.5,4.5,-3.4,-0.9,-0.2,5.6,-2.5
Cc1ccc(NC(=O)CN2C(=O)C(c3ccccc3)=NC2(C)C)cc1C,6.1,-7.0,10.4,-2.7,.,0.1,0.2,3.2,-0.1
COc1ccc(C(=O)NNC2=NC(C)(C)Cc3ccccc32)cc1,2.1,11.8,-2.6,4.8,-5.5,-0.8,-0.5,1.4,-3.1
CCOC(=O)N1CCc2c(sc(NC(=O)CN(CC)CC)c2C#N)C1,3.5,19.6,4.7,2.1,-1.3,-0.2,-0.4,-0.2,-5.0

# 2 entries picked at random from those above, as already listed:
SMILES,RXFP1 antag,D1 antagonist,D2 potentiator,D1 ag,D2 antagonist,D2 agonist,TRHR ag,TRHR enhancer,D1 PAM
COc1ccc(NC(=S)N2CCCN(Cc3cc(C)ccc3C)C2)cc1,0.1,-10.4,-15.4,8.0,-7.2,0.5,0.1,2.9,1.8
COc1ccc(C(=O)NNC2=NC(C)(C)Cc3ccccc32)cc1,2.1,11.8,-2.6,4.8,-5.5,-0.8,-0.5,1.4,-3.1

# The list continues.
SMILES,RXFP1 antag,D1 antagonist,D2 potentiator,D1 ag,D2 antagonist,D2 agonist,TRHR ag,TRHR enhancer,D1 PAM
CCc1ccc2[nH]cc(S(=O)(=O)c3ccc(C)c(C)c3)c(=O)c2c1,-12.4,13.6,12.8,0.8,0.1,0.2,0.2,1.6,-2.4
CS(=O)(=O)Nc1ccccc1C(=O)NCC1(N2CCCCC2)CCCCC1,7.2,-7.3,-9.4,-1.7,-22.3,2.6,0.9,4.2,2.6
Oc1ccccc1-c1nnc(COc2ccccc2)o1,-16.7,10.7,-1.7,0.4,1.9,-0.9,-0.5,-6.9,-2.2
CC(C)(C)OC(=O)[C@H](NC(=O)OCc1ccccc1)c1ccccc1,.,.,-0.4,4.7,7.5,0.7,0.2,-1.4,-5.2
Cc1ccc(-c2cn3c(n2)sc2cc(C(=O)NC4CCCCCC4)ccc23)c(C)c1,3.0,11.0,4.6,-0.2,.,-0.7,0.2,0.6,-0.8
Cc1cc2c(s1)c1cnn(Cc3ccc(Br)cc3F)c(=O)c1n2C,.,-16.7,.,2.0,.,.,-0.4,0.3,-5.0

# Exported with two lines to a compound: twelve of the compounds above
# Below each SMILES – RXFP1 antag | D1 antagonist | D2 potentiator | D1 ag | D2 antagonist | D2 agonist | TRHR ag | TRHR enhancer | D1 PAM
- Cn1c(COc2ccc(Cl)cc2)nnc1SCC(=O)NC1CC1
→ -6.5 | 12.3 | 6.3 | 0.8 | -5.4 | -0.4 | -1.0 | 7.0 | -3.1
- CCOC(=O)c1c(C)[nH]c(C)c1S(=O)(=O)N(C)CC(=O)N1CCN(c2ccccc2)CC1
→ . | 1.4 | -0.8 | 1.8 | . | . | -0.6 | 0.8 | -0.6
- CN(Cc1ccccc1)S(=O)(=O)c1ccc(Cl)c(C(=O)NCCc2ccccn2)c1
→ -7.9 | 0.6 | 5.5 | 4.5 | -3.4 | -0.9 | -0.2 | 5.6 | -2.5
- Cc1ccc(NC(=O)CN2C(=O)C(c3ccccc3)=NC2(C)C)cc1C
→ 6.1 | -7.0 | 10.4 | -2.7 | . | 0.1 | 0.2 | 3.2 | -0.1
- COc1ccc(C(=O)NNC2=NC(C)(C)Cc3ccccc32)cc1
→ 2.1 | 11.8 | -2.6 | 4.8 | -5.5 | -0.8 | -0.5 | 1.4 | -3.1
- CCOC(=O)N1CCc2c(sc(NC(=O)CN(CC)CC)c2C#N)C1
→ 3.5 | 19.6 | 4.7 | 2.1 | -1.3 | -0.2 | -0.4 | -0.2 | -5.0
- CCc1ccc2[nH]cc(S(=O)(=O)c3ccc(C)c(C)c3)c(=O)c2c1
→ -12.4 | 13.6 | 12.8 | 0.8 | 0.1 | 0.2 | 0.2 | 1.6 | -2.4
- CS(=O)(=O)Nc1ccccc1C(=O)NCC1(N2CCCCC2)CCCCC1
→ 7.2 | -7.3 | -9.4 | -1.7 | -22.3 | 2.6 | 0.9 | 4.2 | 2.6
- Oc1ccccc1-c1nnc(COc2ccccc2)o1
→ -16.7 | 10.7 | -1.7 | 0.4 | 1.9 | -0.9 | -0.5 | -6.9 | -2.2
- CC(C)(C)OC(=O)[C@H](NC(=O)OCc1ccccc1)c1ccccc1
→ . | . | -0.4 | 4.7 | 7.5 | 0.7 | 0.2 | -1.4 | -5.2
- Cc1ccc(-c2cn3c(n2)sc2cc(C(=O)NC4CCCCCC4)ccc23)c(C)c1
→ 3.0 | 11.0 | 4.6 | -0.2 | . | -0.7 | 0.2 | 0.6 | -0.8
- Cc1cc2c(s1)c1cnn(Cc3ccc(Br)cc3F)c(=O)c1n2C
→ . | -16.7 | . | 2.0 | . | . | -0.4 | 0.3 | -5.0

# Assay outcomes: PubChem BioAssay, National Center for Advancing Translational Sciences (NCATS)
